# Screening results: PubChem BioAssay, several laboratories
# Insulin prom up = MIN6 insulin promoter up-regulation; MIN6 insulin promoter-GFP reporter, high-content imaging; hits give high values; z-score at 5 µM; actives 0.3% (n = 190,000); AID 1625;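 active = z-score above 3 at 5 µM with at least 500 cells counted in the well; inconclusive = wells under 500 cells, flagged as cytotoxic or low count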
# bCat nuc transl = beta-catenin nuclear translocation modulation. HeLa beta-catenin nuclear translocation, immunofluorescence imaging. nuclear translocation activity, % at 5 µM. actives 0.3% (n = 190,000). AID 1665;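 active = nuclear translocation activity above 50% at 5 µM, with a well cell count of 50 or more; inconclusive = wells under 50 cells across six images, flagged as toxic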;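 note: per-cell ratio of nuclear to cytoplasmic median beta-catenin stain intensity; plate controls were DMSO negative control for no effect and GSK-3 inhibitor IX positive control for full effect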
#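 Read-out: Nuclear/cytoplasmic beta-catenin signal ratio, % activation | Assay system: Human HeLa cell line | Times: 24 h compound exposure at 37°C, 5% CO2 | Signal: Fluorescence imaging of beta-catenin antibody stain plus DAPI | Dosing: 5 µM primary, 0.02–20 µM confirmation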
# Hep lipid drop = hepatic lipid droplet formation modulation; actives 0.4% (n = 240,000); inhibition, % at 6.5 µM; AML12 mouse hepatocytes, oleate lipid droplets, BODIPY imaging;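 active = lipid droplet intensity inhibited by at least 50%, with more than 500 cells counted; inconclusive = wells with under 300 cells, treated as cytotoxic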
#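 Assay system: AML12 hepatocytes (mouse); Probe or stimulus: oleic acid at 100 µM to induce lipid droplet formation; Dosing: compound at 6.5 µM only; Schedule: compound with oleate, overnight; Detection: fluorescence imaging, 20x objective, two fields per well; Measure: % inhibition of lipid droplet signal.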
# T cell HTS = T cell immune modulation candidate | 2C CD8+ T cell-vesicle binding, flow cytometry; hits give low values | calls only at 7 µM | actives 0.068% (n = 330,000) | AID 2052;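 active = response, share of CD8 T cells binding vesicles, and their 90th percentile fluorescence all below set limits, cut at about 80% in these data, passing the limit was not always enough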
#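 System: murine 2C transgenic CD8+ T lymphocytes; also added: QL9-loaded Drosophila micro-vesicles; times: binding 1.5 h at 37 °C; measured by: flow cytometry, PE anti-B7-1 (FL2) versus Alexa647 anti-CD8 (FL8), PFA-fixed; control set: Peptide-free naked vesicles (low) and QL9 vesicles with 0.7% DMSO vehicle (high)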
# Myeloid diff MLP = promotes myeloid progenitor differentiation; ER-HoxA9 myeloid progenitors, lysozyme-GFP differentiation, flow cytometry; calls only at 10 µM; actives 1% (n = 360,000);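 active = normalized GFP-positive differentiation at or above the plate's own cutoff, the solvent-only control mean plus 3 SD; inconclusive = no clear call, values can overlap the other calls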;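 note: cells exposed to compound for four days before flow analysis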
# MT stabilizer = microtubule stabilization, imaging screen | HeLa tubulin immunostaining HCS, 24 h; share of cells brighter than vehicle mean+2SD | % tubulin-high responders, % at 10 µM | actives 0.83% (n = 200,000) | AID 2205;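 active = plate Z-score above 3 for both tubulin-high and condensed-nucleus cell shares, with cell loss under 80%, at 10 µM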;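 note: anti alpha tubulin signal scored within the nucleus-defined area of each cell; some results filed as inactive read as strong as hits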
# TNAP activation fold = stimulation of alkaline phosphatase TNAP activity – biochemical, luminescent, no phosphate acceptor, uHTS, primary screen (AID 1001). purified TNAP, luminescent activation assay, no phosphate acceptor; higher activation fold means a stronger effect. activation fold at 20 µM, or EC50 in µM where a hit was titrated. actives 0.03% (n = 200,000); in the data active = activation fold from about 3, or a potency from the dose series; inactive = the rest, 99 in 100 with activation fold below about 1.6; note: many of its hits are not listed in these tables
# Dynein cargo inh = blocks dynein driven cargo transport along microtubules. 3617.4 mouse cells, GR-EGFP nuclear translocation imaging; test concentration mostly 20 µM; stimulated with dexamethasone, 1 µM; hits give low values. z-score, hits read low. actives 0.47% (n = 220,000);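 active = plate z-score of nuclear minus cytoplasmic receptor signal below a set negative limit, without overly bright fluorescence or cell loss, cut at about -3.5 in these data, passing the limit was not always enough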;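 note: z-score of nuclear minus cytoplasmic ring GR-EGFP intensity difference per well; some compounds called inactive have numbers as strong as hits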
#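 Buffer or medium: tet-free, stripped-serum medium; Also added: dexamethasone, 1.0 µM final; Technique: high-content fluorescence imaging after fixation; Times: 48 h induction, 1 h compound, 30 min dex at 37 °C; Read-out: per-cell GR-EGFP intensity, nucleus versus surrounding cytoplasmic ring, well-averaged.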
# human PMI inhibition = MPI enzyme activity inhibition – biochemical, fluorescence intensity, coupled assay, primary screen (AID 1209); inhibition, % at 20 µM; hits with a dose series show IC50 in µM; actives 0.42% (n = 190,000); purified PMI enzyme, coupled fluorescence intensity; higher % means a stronger effect; in the data active = inhibition above about 50%;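 note: plate controls were DMSO vehicle for no effect and wells lacking substrate for full effect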
# Dynein cargo inh cytoplasmic EGFP = recorded beside Dynein cargo inh, whose call it bears; z-score; measured here: cytoplasmic GR-EGFP intensity; hits give high values
# Dynein cargo inh nuclear GR-EGFP = also measured in Dynein cargo inh; calls as there; z-score; measured here: nuclear GR-EGFP intensity;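 lower value marks the stronger effect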
# Dynein cargo inh cell count = second read-out of Dynein cargo inh, no call of its own (marks repeat the call); z-score; measured here: cell count per field
# Insulin prom up cell count = also measured in Insulin prom up; calls as there; cell count; measured here: cytotoxicity, nuclei count;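 total cells summed across four imaged fields per well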
# Hep lipid drop cells 6.5 µM = further read-out of Hep lipid drop, marked with its call; cell count; measured here: cell count, cytotoxicity flag;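 cells counted across two imaged fields per well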
# bCat nuc transl cell count 5 µM = second read-out of bCat nuc transl, no call of its own (marks repeat the call); cell count; measured here: cell count, cytotoxicity flag
# T cell HTS vesicle-bound % = also measured in T cell HTS; calls as there; double positive events, %; measured here: CD8+ vesicle-bound cell fraction;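 binding gate set so that unloaded-vesicle control wells show 10% double positive cells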
# MT stabilizer Hoechst-high % = further read-out of MT stabilizer, marked with its call; % Hoechst-high responders; measured here: nuclear condensation Hoechst responders;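 share of cells brighter than vehicle mean plus two SD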
# MT stabilizer cytotoxicity % = second read-out of MT stabilizer, no call of its own (marks repeat the call); toxicity, %; measured here: cytotoxicity by cell density;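 0% = mean cell density of plate MIN control wells and 100% = no cells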
# Myeloid diff MLP GFP+ MAC1+ % = recorded beside Myeloid diff MLP, whose call it bears; GFP+ MAC1+ double positive, %; measured here: differentiation confirmed by MAC1 staining
# Starred values were filed as active, the others as inactive; i = inactive; ? = inconclusive; . = no result given; + = active, no number; & = joins results of further samples.
SMILES,Insulin prom up,Insulin prom up cell count,bCat nuc transl,bCat nuc transl cell count 5 µM,Hep lipid drop,Hep lipid drop cells 6.5 µM,T cell HTS,T cell HTS vesicle-bound %,Myeloid diff MLP,Myeloid diff MLP GFP+ MAC1+ %,MT stabilizer,MT stabilizer Hoechst-high %,MT stabilizer cytotoxicity %,TNAP activation fold,Dynein cargo inh,Dynein cargo inh cytoplasmic EGFP,Dynein cargo inh nuclear GR-EGFP,Dynein cargo inh cell count,human PMI inhibition
COC(=O)[C@@H]1[C@@H](C(=O)OC)C2(c3ccccc3-c3ccccc32)N(c2ccc(Cl)cc2)N1C#N,.,.,-5.2,56,1.1,694,i,66.1,.,.,3.5,2.2,5.3,1,1.3,1.59,0.965,-4.77,14.6%
CCC(=O)c1cc(F)c(N2CCN(CC)CC2)cc1C,.,.,.,.,7.7,788,i,20.6,i,1.1,1.6,1.2,2.8,1.2,-0.596,-0.208,-0.366,0.531,3.4%
Cc1ccccc1N1C(=O)NC(=O)/C(=C/c2ccc(N3CCOCC3)o2)C1=O,0.21,1358,-3.7,1165,6.8,723,i,13.1,i,1.3,.,.,.,.,0.299,-0.0601,0.0744,0.425,.
O=C(NCCN1CCOCC1)c1ccc(Cl)nc1Cl,0.27,1491,0.6,1523,-5.1,730,i,60.0,i,0.6,1.9,1.3,1.2,1.1,2.11,-0.179,0.739,-0.84,5.1%
CCN1/C(=C\C=C\C2=[N+](CC)c3ccccc3C2(C)C)C(C)(C)c2ccccc21,?,.,.,.,-169.6,521,i,59.0,.,.,81.5,0.5,23.9,0.9,-1.99,26.2,1.85,-0.623,-4.9%
c1ccc2c(CN3CCCCCC3)c[nH]c2c1,-2.71,1093,-0.3,1475,-46.4,696,i,45.3,?,.,1.9,2.4,7.2,1.1,0.944,-0.0984,0.473,-0.807,.
CCOC(=O)C1=C(N)Oc2cc(C)oc(=O)c2C12C(=O)N1c3c(cccc32)C(C)CC1(C)C (configuration not stated),-0.07,1824,-1.5,1090,-1.0,690,i,24.9,i,8.0,4.1,0.5,19.2,1.1,-0.241,-0.213,0.243,0.858,11.2%
CCN1CCN(S(=O)(=O)c2ccc(Cl)nc2)CC1,.,.,.,.,.,.,i,54.8,i,1.0,2.2,1.6,4.7,1.1,0.719,-0.195,0.186,-0.561,-7.0%
COc1ccc(OC)c([C@@H](O)[C@H](C)NC(C)(C)C)c1,.,.,-4.0,633,10.1,676,i,58.6,i,3.4,4.8,2.9,3.7,1.1,-0.301,-0.129,0.0497,0.389,-8.7%
BrCC1C[n+]2c(SCc3ccccc3)nc3sc4c(c3c2O1)CCCC4 (configuration not stated),0.54,1078,0.1,1343,0.8,678,i,34.4,i,0.9,.,.,.,.,1.62,-0.165,1.5,-0.436,.
C[C@@H]1O[C@@H](O[C@H]2C[C@@H](O)[C@]3(CO)[C@H]4[C@H](O)C[C@]5(C)[C@@H](C6=CC(=O)OC6)CC[C@]5(O)[C@@H]4CC[C@]3(O)C2)[C@H](O)[C@H](O)[C@H]1O,.,.,13.6,88,7.6,723,i,20.0&66.0,i,3.1,13.1,2.1,13.5,1.1,-0.186,-0.251,0.0937,0.559,-5.1%
O=P(NS(=O)(=O)c1ccc(Br)cc1)(Oc1ccccc1)Oc1ccccc1,.,.,11.4,1000,19.2,836,i,15.3,i,3.0,1.3,1.5,3.8,1.1,-0.749,0.0291,-0.118,0.574,-16.1%
CCOC(=O)c1cc(C)sc1/N=C/C1C(=O)NC(=S)NC1=O,-0.19,1214,-0.6,1048,-10.2,654,i,56.7,i,0.1,6.1,2.6,7.7,1.2,-0.596,0.803,0.119,0.386,-13.2%
COc1ccc(CCn2c(O)c(C=NC3CC3)c(=O)[nH]c2=O)cc1OC,1.19,1251,1.8,1149,.,.,i,20.8,i,0.6,4.2,3.0,2.2,1,-0.414,-0.223,-0.0136,0.384,-2.7%
COC(=O)C(O)(c1c(C)[nH]c2ccccc12)C(F)(F)F (configuration not stated),-1.55,1559,-1.0,1387,.,.,i,53.7,i,1.3,2.8,1.4,5.8,1.1,0.996,-0.106,-0.437,-1.46,-4.8%
O=C(N/N=C/c1c(O)n(Cc2ccc(F)cc2)c(=O)[nH]c1=O)c1ccccc1,0.35,1411,1.5,1175,0.9,696,i,33.2,i,0.4,.,.,.,.,-0.112,-0.146,-0.0067,-0.768,.
OC12Oc3ccccc3C=C1N1CCC2CC1 (configuration not stated),1.03,957,5.3,776,.,.,i,51.8,i,1.2,1.9,1.4,4.7,1.1,1.65,0.0959,1.13,-2.38,-4.3%
CN1CCN(C(=O)OC2c3nccnc3C(=O)N2c2ccc(Cl)cn2)CC1 (configuration not stated),.,.,.,.,-5.3,722,i,63.6,.,.,2.6,2.7,3.9,1.1,0.148,-0.0938,0.547,0.636,-2.8%
ON1C2CCCCC2N(O)C1c1ccccc1 (configuration not stated),0.92,935,.,.,15.1,804,i,32.6,i,1.9,1.3,0.9,6.6,1,0.536,-0.199,-0.000535,0.0256,-21.5%
CN1C(=O)C(Cc2c[nH]c3ccccc23)C(=O)N(C)C1=O,0.37,1606,-1.1,1060,-15.1,645,.,.,.,.,1.8,1.5,2.6,1.1,-1.46,0.675,-0.367,-0.0455,7.4%
CCOC(=O)c1ccc(N=C(c2ccccc2)c2c(O)n(C)c(=O)n(C)c2=O)cc1,0.29,1371,-0.3,1104,0.8,650,i,27.4,i,0.7,.,.,.,.,-0.45,-0.233,-0.3,1.67,.
COc1ccc(OCC(=O)N2CCN(Cc3c[nH]c4ccccc34)CC2)cc1,-1.83,952,1.9,898,.,.,.,.,.,.,4.9,1.7,2.1,1,-0.383,-0.28,0.128,0.905,4.2%
O=c1[nH]c(=S)[nH]c(O)c1/C=N/N1CCOCC1,-0.01,1011,0.0,1341,15.8,812,i,27.5,i,0.5,.,.,.,.,0.516,-0.242,0.156,-0.544,.
CCc1ccc(-c2nn(Cc3ccccc3)cc2C=O)cc1,0.38,1269,-2.8,1136,-19.8,628,i,58.7,i,0.2,2.2,2.3,6.3,1.1,1.64,-0.039,1.22,-2.04,3.3%
CCN(CC)c1ccc(CNCCc2ccc(F)cc2)cc1,-0.71,1566,3.7,905,1.5,625,i,31.9,i,0.3,3.1,5.1,1.4,1.2,-0.939,-0.215,-0.115,1.17,1.9%
CC1CCCC(C2(O)C(=O)Nc3ccccc32)C1=O (configuration not stated),5.61*,1329*,-0.3,1084,-9.6,765,i,34.2,i,1.7,0.6,1.1,3.6,1,0.614,-0.268,0.493,0.0577,19.0%
CCn1ccnc1CN1CCCC(C(=O)c2ccc(SC)cc2)C1 (configuration not stated),-0.52,1363,-0.2,953,-7.3,679,i,35.7,+,2.5*,4.9,2.4,6.9,1,-0.215,0.151,0.0487,0.287,6.2%
CCCCCCn1c(=O)c(C(=O)Nc2nc(CC(=O)OCC)cs2)c(O)c2ccccc21,.,.,-0.2,1260,2.6,752,i,25.7,.,.,.,.,.,.,-1.01,-0.214,-0.589,1.26,.

# A draw from above in order of number of heavy atoms, falling:
SMILES,Insulin prom up,Insulin prom up cell count,bCat nuc transl,bCat nuc transl cell count 5 µM,Hep lipid drop,Hep lipid drop cells 6.5 µM,T cell HTS,T cell HTS vesicle-bound %,Myeloid diff MLP,Myeloid diff MLP GFP+ MAC1+ %,MT stabilizer,MT stabilizer Hoechst-high %,MT stabilizer cytotoxicity %,TNAP activation fold,Dynein cargo inh,Dynein cargo inh cytoplasmic EGFP,Dynein cargo inh nuclear GR-EGFP,Dynein cargo inh cell count,human PMI inhibition
CCCCCCn1c(=O)c(C(=O)Nc2nc(CC(=O)OCC)cs2)c(O)c2ccccc21,.,.,-0.2,1260,2.6,752,i,25.7,.,.,.,.,.,.,-1.01,-0.214,-0.589,1.26,.
CCn1ccnc1CN1CCCC(C(=O)c2ccc(SC)cc2)C1 (configuration not stated),-0.52,1363,-0.2,953,-7.3,679,i,35.7,+,2.5*,4.9,2.4,6.9,1,-0.215,0.151,0.0487,0.287,6.2%
CCc1ccc(-c2nn(Cc3ccccc3)cc2C=O)cc1,0.38,1269,-2.8,1136,-19.8,628,i,58.7,i,0.2,2.2,2.3,6.3,1.1,1.64,-0.039,1.22,-2.04,3.3%

# Only part of the results is shown; count on the stated rates, not on these rows.
